RGS4 inh: blocks human RGS4-accelerated GTP hydrolysis; P49798; Transcreener GDP fluorescence polarization, RGS4-accelerated GTP hydrolysis; Potency, µM (highest dose often 114 µM), inactives show top-dose activity change, negative = inhibition, usual class: inhibitors; 390,000 compounds, 0.039% hits; also: potency is read from the fitted curve at half-maximal effect; % is scaled to controls: 0 for no effect and ±100 for the full control effect; nearly all actives have a fitted effect of over 75% in size; some results filed as inactive show a strong effect at the top dose
Target sequence (P49798 whole entry, looked up): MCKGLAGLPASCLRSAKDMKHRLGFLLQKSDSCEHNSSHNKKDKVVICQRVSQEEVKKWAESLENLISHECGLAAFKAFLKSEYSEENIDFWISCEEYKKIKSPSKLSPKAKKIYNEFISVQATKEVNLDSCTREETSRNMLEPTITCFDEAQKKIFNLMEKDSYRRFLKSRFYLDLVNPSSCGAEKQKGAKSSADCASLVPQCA
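MLSMR compounds (23 nl, pin-transferred) preincubated 10 min at room temperature with a 500nM (2x) first reagent, then RGS4 at 900nM (2x) plus Transcreener GDP mix added; fluorescence polarization (620/688 nm) read before and after 90 min at 30 °C.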
PI4K2A block: blocks human PI4K2A kinase activity; 420,000 compounds, 0.13% hits; Q9BTU6; AID 1346378; activity change, negative = inhibition, % at 76.9 µM; purified PI4K2A, ADP-Glo luminescence, 1 h; active compounds read low; in the data active = activity change below about -50%; inconclusive = mostly about -30% to -49%;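 also: -100% = wells without enzyme as full effect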
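PI4K2A activity was measured by ADP-Glo luminescence: enzyme (4 ug/mL stock) and phosphatidylinositol (1.2 mM stock) in Tris pH 7.5/MgCl2/EGTA/Triton X-100 buffer were reacted with ATP (300 microM stock) for one hour at ambient temperature.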
HP1b binding inh: blocks HP1-beta chromodomain binding to methylated histone tails; Potency, µM (highest dose often 114 µM), for inactives: top-dose activity change, negative = inhibition, hits mostly inhibitors; AlphaScreen HP1-beta / biotin-H3K9me3 peptide binding; 390,000 compounds, 0.56% hits; also: potency is read from the fitted curve at half-maximal effect; nearly all actives have a fitted effect of over 70% in size; inactives centre near 23
Target sequence (P83916 whole entry, looked up): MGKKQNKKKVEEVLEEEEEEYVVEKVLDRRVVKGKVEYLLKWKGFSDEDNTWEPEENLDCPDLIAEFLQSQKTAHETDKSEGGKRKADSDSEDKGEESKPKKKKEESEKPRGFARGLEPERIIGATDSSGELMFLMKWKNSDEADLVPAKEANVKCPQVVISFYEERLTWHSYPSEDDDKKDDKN
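Compound inhibition of the preformed complex between 50 nM HP1-beta and 50 nM biotinylated H3K9me3 peptide was read by AlphaScreen. Buffer was PBS pH 7.4 with 0.01% Tween-20. Incubations ran 30 min at room temperature, with 10 ug/mL donor/acceptor beads.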
BAZ2B block: blocks human BAZ2B | 360,000 compounds, 4.4% hits | Q9UIF8 | AlphaScreen BAZ2B-H3K14Ac peptide displacement | Potency, µM (doses to about 114 µM), without a hit: at the highest dose activity change, negative = inhibition, hits mostly inhibitors; also: potency is read from the fitted curve at half-maximal effect; % is scaled to controls: 0 for no effect and ±100 for the full control effect; nearly all actives have a fitted effect of over 60% in size
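Inhibition is scored as reduced AlphaScreen emission. The BAZ2B/b-H3(5-23)K14Ac complex (50 nM each) in PBS pH 7.4, 0.01% Tween-20 meets compound (up to 110 uM) for 30 min at RT before bead addition.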
12-LOX inh: blocks human arachidonate 12S-lipoxygenase; P18054; purified 12hLO, xylenol orange hydroperoxide absorbance; Potency, µM (series often up to 108 µM), for inactives: at the top dose activity change, negative = inhibition, most hits filed as inhibitors; 580,000 compounds, 1.1% hits; also: potency is read from the fitted curve at half-maximal effect; % is scaled to controls: 0 for no effect and ±100 for the full control effect
Target sequence (P18054 whole entry, looked up): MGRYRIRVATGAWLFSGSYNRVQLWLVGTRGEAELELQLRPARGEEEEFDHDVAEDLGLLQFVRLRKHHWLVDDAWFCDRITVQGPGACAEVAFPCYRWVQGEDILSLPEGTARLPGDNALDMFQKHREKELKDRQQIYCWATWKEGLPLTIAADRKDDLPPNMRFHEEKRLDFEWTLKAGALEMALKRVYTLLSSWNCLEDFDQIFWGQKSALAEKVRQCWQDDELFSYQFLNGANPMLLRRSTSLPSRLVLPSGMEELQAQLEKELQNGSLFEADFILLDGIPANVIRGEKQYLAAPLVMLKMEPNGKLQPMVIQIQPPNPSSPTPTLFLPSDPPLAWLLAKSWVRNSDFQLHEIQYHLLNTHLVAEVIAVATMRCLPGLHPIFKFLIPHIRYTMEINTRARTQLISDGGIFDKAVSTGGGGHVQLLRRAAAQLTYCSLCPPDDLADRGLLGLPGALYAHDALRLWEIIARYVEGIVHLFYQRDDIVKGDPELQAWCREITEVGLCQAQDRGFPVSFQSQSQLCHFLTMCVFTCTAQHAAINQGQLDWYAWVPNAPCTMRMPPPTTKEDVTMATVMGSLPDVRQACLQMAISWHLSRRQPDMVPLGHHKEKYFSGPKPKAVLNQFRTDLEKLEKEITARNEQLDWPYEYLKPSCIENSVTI
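Hydroperoxide product was detected by ferrous iron/xylenol orange as the 573 to 405 nm absorbance ratio. Arachidonic acid at 40 uM (final) was turned over for 30 min at room temperature by 150 nM human 12hLO, pH 7.0 Hepes buffer, after 15 min compound preincubation.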
GLS inh: blocks human kidney-isoform glutaminase activity | GLS enzymatic activity, qHTS titration | Potency, µM (highest dose often 45.5 µM), inactives show at the highest dose activity change, negative = inhibition, hits mostly inhibitors | 410,000 compounds, 0.21% hits | AID 624170; also: potency is read from the fitted curve at half-maximal effect; % is scaled to controls: 0 for no effect and ±100 for the full control effect
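Read-out is an Amplex red fluorescence increase coupled through glutamate oxidase and HRP, measured before and after 30 min room-temperature incubation. hKGA is in 45 mM KH2PO4 (pH 8.2) with 0.02% Tween-20; glutamine added as 1mM solution.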
JMJD2A Tudor inh: inhibitors of human JMJD2A Tudor domain; AlphaScreen JMJD2A-Tudor / H3K4me3 peptide binding; AID 504339; 390,000 compounds, 4.4% hits; Potency, µM (series often up to 114 µM), for inactives: top-dose activity change, negative = inhibition, actives largely listed as inhibitors; O75164; also: potency is read from the fitted curve at half-maximal effect; % is scaled to controls: 0 for no effect and ±100 for the full control effect; nearly all actives have a fitted effect of over 50% in size
ERG-DNA inh: inhibitors of human ERG Ets domain-DNA interaction. fluorescence polarization, His-ERG Ets domain / labelled DNA. Potency, µM (top dose mostly 76.9 µM), for the others: at the top dose FP activity, negative = inhibition, actives largely listed as inhibitors. 370,000 compounds, 0.028% hits; active = well fitted inhibition curve with a large enough effect in the polarisation, with a control signal flat; inconclusive = small, poorly fitted or top-dose-only effect, or effect the other way, or a change in a side signal; inactive = no such curve, though single readings can be large or run the other way; the % refers to the polarisation;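 also: polarization taken with two DNA probes labelled with fluorescein and Texas red; potency is read from the fitted curve at half-maximal effect; % of control where 0% means no effect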
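His-tagged ERG Ets domain (1 uM in the protein solution; 300mM KCl, 50mM Tris-HCl, 1mM EDTA, 1mM DTT, pH 7.5) received compound, then a probe mix of 5 nM fluorescein-DNA and 100nM Texas-615-DNA. Fluorescence polarization was read for both dyes.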
G9a block: inhibitors of human histone lysine methyltransferase G9a; 350,000 compounds, 8.8% hits; Potency, µM (highest dose often 102 µM), for inactives: at the top dose activity, negative = inhibition, most hits filed as inhibitors; G9a H3K9 monomethylation, AlphaScreen, 2 h; also: potency is read from the fitted curve at half-maximal effect; % is scaled to controls: 0 for no effect and ±100 for the full control effect; nearly all actives have a fitted effect of over 75% in size
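Compounds were preincubated with 20 nM G9a for 15 min, after which biotinylated H3K9 peptide (500 nM) and SAM (20 uM) started a 2 h room-temperature reaction. Monomethylated product was quantified by antibody-based AlphaScreen chemiluminescence.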
Starred values were filed as active, the others as inactive; & = joins results of further samples; ! = a repeat was not active; [ ] = dose if it differs, or a comment. Unless noted, calls follow the shape of the dose curve; as a rule, active = well fitted curve in the direction sought with a large enough effect; inconclusive = small, poorly fitted or top-dose-only effect, or another doubt; inactive = no such curve, though single readings can be large; an effect the other way counts as inactive or inconclusive.

Screening Cc1nnc(N2C(=O)C(=O)/C(=C(/O)c3ccc4c(c3)OCCO4)C2c2ccc(F)cc2)s1 (configuration not stated) returned RGS4 inh -9%[56.9 µM], PI4K2A block -2, HP1b binding inh 80%[activator], BAZ2B block -25%[57.1 µM], 12-LOX inh inconclusive, GLS inh 1%, JMJD2A Tudor inh -18%, ERG-DNA inh 12% and G9a block 45µM*.
For Cc1ccc(-n2ncc(N(C)C)c(Cl)c2=O)cc1 the results were RGS4 inh 1%, PI4K2A block -5, HP1b binding inh 24%, BAZ2B block 1%, 12-LOX inh 20%, GLS inh 10%, JMJD2A Tudor inh -7%, ERG-DNA inh -9% and G9a block 21%.
COC(=O)c1ccc(NC(=O)CN(C)S(=O)(=O)c2ccc(OC)c(C)c2)cc1 was read as RGS4 inh -7%, PI4K2A block 9, HP1b binding inh 9%, BAZ2B block 3%, 12-LOX inh 15%, GLS inh -8%, JMJD2A Tudor inh -14%, ERG-DNA inh -3% and G9a block -31%[12.7 µM].
O=C(/C=C/c1ccco1)NC(=S)Nc1ccc(Cl)cn1 was read as RGS4 inh 7%, PI4K2A block -4, HP1b binding inh 8%, BAZ2B block inconclusive, 12-LOX inh 35µM*, GLS inh 23%, JMJD2A Tudor inh -30%, ERG-DNA inh 11% and G9a block 40µM*.
Screening COc1ccc(Nc2nc(N)c3cc(OC)c(OC)cc3n2)cc1 returned RGS4 inh 6%, PI4K2A block 1, HP1b binding inh -1%, BAZ2B block inconclusive, 12-LOX inh -23%, GLS inh 7%, JMJD2A Tudor inh inconclusive, ERG-DNA inh 7% and G9a block inconclusive.
`C=CCOc1ccc(CN(C)Cc2nc3cc(C(F)(F)F)ccc3c(=O)[nH]2)cc1` gave RGS4 inh 3%, PI4K2A block 2, HP1b binding inh 60%[activator], BAZ2B block -19%, 12-LOX inh 6%, GLS inh -2%, JMJD2A Tudor inh 4%, ERG-DNA inh -13% and G9a block 30%.
For CCOC(=O)C(C)Sc1ccc2nnc(-c3ccc(F)cc3)n2n1 (configuration not stated) the results were RGS4 inh -15%, PI4K2A block -2, HP1b binding inh 40%[activator], BAZ2B block 0%, 12-LOX inh inconclusive, GLS inh 0%, JMJD2A Tudor inh -6%, ERG-DNA inh 1% and G9a block 7.9µM*.
For Cc1nc(NCc2ccccc2)sc1C(=O)Nc1ccccc1 the results were RGS4 inh 7%, PI4K2A block 0, HP1b binding inh 20%, BAZ2B block inconclusive, 12-LOX inh -8%, GLS inh 5%, JMJD2A Tudor inh -23%, ERG-DNA inh -9% and G9a block 50µM*.
`O=C(COC(=O)C1CCC1)Nc1ccc(Cl)cn1` gave RGS4 inh -6%, PI4K2A block -7, HP1b binding inh -22%, 12-LOX inh 9%, GLS inh -11%, JMJD2A Tudor inh -11% and ERG-DNA inh -1%.
`O=C(c1ccc(Cl)cc1)c1ccc(OCC(O)CN2CCCCC2)cc1` (configuration not stated) gave RGS4 inh -17%, PI4K2A block 9, HP1b binding inh 14%, BAZ2B block -5%, 12-LOX inh inconclusive, GLS inh 1%, JMJD2A Tudor inh -4%, ERG-DNA inh -4% and G9a block -27%[59 µM].
`Cc1cc(C)c(NS(=O)(=O)c2ccc3c(c2)NC(=O)C(C)C(=O)N3)c(C)c1` (configuration not stated) gave RGS4 inh 15%, PI4K2A block -4, HP1b binding inh 18%, BAZ2B block inconclusive, 12-LOX inh 2%, GLS inh 3%, JMJD2A Tudor inh -13%, ERG-DNA inh 18% and G9a block 3%.
For COc1ccc(-n2c(SCC#N)nc3ccccc3c2=O)cc1 the results were RGS4 inh -4%, PI4K2A block 7, HP1b binding inh 22%, BAZ2B block -7%, 12-LOX inh 58%, GLS inh 14%, JMJD2A Tudor inh -23%, ERG-DNA inh 11% and G9a block 11%[59 µM].
Screening OC1Cc2ccccc2C1Nc1cccc(C(F)(F)F)c1 (configuration not stated) returned RGS4 inh 22%, PI4K2A block 0, HP1b binding inh 10%, 12-LOX inh -11%, GLS inh 17%, JMJD2A Tudor inh -27% and ERG-DNA inh -7%.
Screening Cc1cc(C)cc(OCC(=O)OCC(=O)N(C)CC(=O)Nc2ccc(F)cc2)c1 returned RGS4 inh 4%, PI4K2A block 0, HP1b binding inh 28%, BAZ2B block 5%, 12-LOX inh 9%, GLS inh -26%, JMJD2A Tudor inh -6%, ERG-DNA inh -1% and G9a block -22%.
CC(=O)Nc1ccc(S(=O)(=O)N(C)CC(=O)NCCOc2ccccc2)cc1 was read as RGS4 inh -23%, PI4K2A block 3, HP1b binding inh 37%, 12-LOX inh -16%, GLS inh -8%, JMJD2A Tudor inh 5% and ERG-DNA inh -6%.
Screening COc1ccc(-c2ccc(NS(=O)(=O)c3cccc(C)c3)cc2)nn1 returned RGS4 inh -10%, PI4K2A block 2, HP1b binding inh 24%[57 µM], BAZ2B block -2%, 12-LOX inh -19%, GLS inh -1%, JMJD2A Tudor inh -15%, ERG-DNA inh -4% and G9a block 0%[59 µM].
`CC1=NN(c2ccccc2)C(=O)/C1=C\c1cn(CCC#N)nc1-c1ccc(Cl)cc1` gave RGS4 inh -12%, PI4K2A block inconclusive, HP1b binding inh inconclusive, BAZ2B block inconclusive, 12-LOX inh -7%, GLS inh -11%, JMJD2A Tudor inh inconclusive, ERG-DNA inh -1% and G9a block 4.5µM*.
For O=C(NCc1ccccc1C(F)(F)F)C1CC(O)CN1C(=O)Nc1ccccc1 (configuration not stated) the results were RGS4 inh -2%, PI4K2A block -3, HP1b binding inh 37%, BAZ2B block 1%, 12-LOX inh 0%, GLS inh -13%, JMJD2A Tudor inh -1% and ERG-DNA inh -5%.
COc1ccc(COc2cccc(C=O)c2)cc1 was read as RGS4 inh -14%, PI4K2A block -4, HP1b binding inh 119%[activator], BAZ2B block 152%[activator], 12-LOX inh 16%, GLS inh 4%, JMJD2A Tudor inh 56%[activator], ERG-DNA inh 5% and G9a block 12%[2.33 µM].
`O=S(=O)(NCCN1CCCC1)c1ccc(Cl)cc1` gave RGS4 inh -2%, PI4K2A block 7, HP1b binding inh 22%, BAZ2B block -10%, GLS inh -2%, JMJD2A Tudor inh -16%, ERG-DNA inh 7% and G9a block 24%.

The list goes on; the last two above are carried over.
COc1ccc(COc2cccc(C=O)c2)cc1 was read as RGS4 inh -14%, PI4K2A block -4, HP1b binding inh 119%[activator], BAZ2B block 152%[activator], 12-LOX inh 16%, GLS inh 4%, JMJD2A Tudor inh 56%[activator], ERG-DNA inh 5% and G9a block 12%[2.33 µM].
`O=S(=O)(NCCN1CCCC1)c1ccc(Cl)cc1` gave RGS4 inh -2%, PI4K2A block 7, HP1b binding inh 22%, BAZ2B block -10%, GLS inh -2%, JMJD2A Tudor inh -16%, ERG-DNA inh 7% and G9a block 24%.
Cc1ccc(NC(=S)N(CCN(C)C)C(C)c2cccnc2)c(C)c1 (configuration not stated) was read as RGS4 inh -33%, PI4K2A block 5, HP1b binding inh 26%, BAZ2B block -22%, 12-LOX inh 1%, GLS inh -14%, JMJD2A Tudor inh -6%, ERG-DNA inh 7% and G9a block -12%[59 µM].
For CC1CCCN(c2nc(-c3ccccc3O)nc3ccccc23)C1 (configuration not stated) the results were RGS4 inh -13%, PI4K2A block 3, HP1b binding inh 54%[activator], BAZ2B block 13%, 12-LOX inh -24%, GLS inh 0%, JMJD2A Tudor inh 24%, ERG-DNA inh 0% and G9a block -12%[59 µM].
COc1ccccc1-c1nnc(SC(C)C(=O)Nc2ccc(C(N)=O)cc2)o1 (configuration not stated) was read as RGS4 inh 11%, PI4K2A block -3, HP1b binding inh 35%, BAZ2B block 7%, 12-LOX inh 6%, GLS inh -2%, JMJD2A Tudor inh -6%, ERG-DNA inh 6% and G9a block 8%[0.501 µM].
For CCOC(=O)C(=CNc1ncccc1C)C(=O)OCC the results were RGS4 inh 11%, PI4K2A block 0, HP1b binding inh 11%, BAZ2B block 2%, 12-LOX inh 21%, GLS inh 0%, JMJD2A Tudor inh -3% and G9a block 27%[59 µM].
For Cc1cc(C)c2c(c1)OC(=O)CC2c1ccc2c(c1)OCO2 (configuration not stated) the results were RGS4 inh -15%, PI4K2A block 3, HP1b binding inh inconclusive, 12-LOX inh -76%, GLS inh -16%, JMJD2A Tudor inh -8% and ERG-DNA inh 13%.
Screening Cc1cc(=O)n2cccc(O)c2n1 returned RGS4 inh inconclusive, PI4K2A block -10, HP1b binding inh -9%, BAZ2B block 13µM*, 12-LOX inh -11%, GLS inh -3%, JMJD2A Tudor inh inconclusive and ERG-DNA inh -20%.
For CC(/C=C\c1cccnc1)=C/C(=O)O the results were RGS4 inh 33%&-4%, PI4K2A block -2&-7, HP1b binding inh -5%&32%, BAZ2B block 50µM*!, 12-LOX inh 0%&0%, GLS inh -14%&-4%, JMJD2A Tudor inh 56µM*!, ERG-DNA inh 8%&2% and G9a block -27%[59 µM].
O=C(Cc1cc(=O)[nH][nH]1)N/N=C/c1c(Cl)cccc1Cl was read as RGS4 inh -32%&-38%, PI4K2A block -12&-11, HP1b binding inh 1%&18%, BAZ2B block -36%, 12-LOX inh inconclusive, GLS inh 21%&52%, JMJD2A Tudor inh -32%&-26%, ERG-DNA inh -4%&0% and G9a block 3%[59 µM].

Screens: PubChem, National Center for Advancing Translational Sciences (NCATS)

This is a subset; the hit share may differ from the screen's.
